Screens from PubChem.
Lipid droplet: inhibitors of hepatocyte lipid droplet formation, primary screen, imaging, high-throughput imaging, BODIPY stain. AID 1656, 2009. 240,000 compounds, 0.4% hits. AML12 mouse hepatocytes, oleate lipid droplets. inhibition, % at 6.5 µM;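 active = lipid droplet intensity inhibited by at least 50%, with more than 500 cells counted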
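Material: mouse AML12 hepatocyte cell line, fixed after treatment; Timing: compound with oleate, overnight; Technique: high-content imaging of BODIPY-stained droplets and DAPI nuclei; Probe or stimulus: oleate, 100 µM final; Dosing: compound at 6.5 µM only.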
Lipid droplet cells 6.5 µM: also measured in Lipid droplet; calls as there; cell count; measured here: cell count, cytotoxicity flag;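 cells counted across two imaged fields per well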
* = called active by the depositor. A portion of the library; the hit share may differ from the screen's.

canonical_smiles	Lipid droplet	Lipid droplet cells 6.5 µM
Cc1ccc(/C=C/C(=O)NC(=S)Nc2ccc(S(=O)(=O)Nc3cc(C)on3)cc2)cc1	14.3	732
COc1ccc(N2CCN(C(=O)c3ccc(NC(=O)C4=CSCCO4)cc3)CC2)cc1	-0.1	691
CCc1nnc(NC(=O)CCC(=O)N2CCN(S(=O)(=O)c3ccc(OC)cc3)CC2)s1	-0.9	711
Cc1ccc(S(=O)(=O)Nc2cccc(C(=O)N3CCOCC3)c2)c(C)c1NS(C)(=O)=O	-2.0	774
CC1Cc2cc(S(=O)(=O)N3CCN(c4ccccc4F)CC3)ccc2N1C(=O)C1CC1 (stereo not given)	19.2	734
CN(C)S(=O)(=O)N1CCc2ccc(NC(=O)C3CCCO3)cc2C1 (stereo not given)	-10.7	829
COc1ccc(N2CC(C(=O)Nc3nnc(SCCC4OCCO4)s3)CC2=O)cc1 (stereo not given)	0.2	804
CC(NC(=O)c1ccccc1Br)c1nnc(SCC(=O)NC2CCCCC2)n1C (stereo not given)	-13.6	792

Structures shown so far containing nitrogen in an aromatic ring (4):
canonical_smiles	Lipid droplet	Lipid droplet cells 6.5 µM
Cc1ccc(/C=C/C(=O)NC(=S)Nc2ccc(S(=O)(=O)Nc3cc(C)on3)cc2)cc1	14.3	732
CCc1nnc(NC(=O)CCC(=O)N2CCN(S(=O)(=O)c3ccc(OC)cc3)CC2)s1	-0.9	711
COc1ccc(N2CC(C(=O)Nc3nnc(SCCC4OCCO4)s3)CC2=O)cc1 (stereo not given)	0.2	804
CC(NC(=O)c1ccccc1Br)c1nnc(SCC(=O)NC2CCCCC2)n1C (stereo not given)	-13.6	792

Later entries
canonical_smiles	Lipid droplet	Lipid droplet cells 6.5 µM
COc1ccc(NC(=O)Nc2cccc3ccccc23)c(OC)c1	55.8*	863*
CC1Cc2cc(S(=O)(=O)N3CCC(C(=O)N(C)Cc4ccco4)CC3)ccc2N1C(=O)C1CCC1 (stereo not given)	-31.8	684
COc1ccc(N(C)S(=O)(=O)c2ccc3c(c2)CC(C)N3C(=O)C2CC2)c(OC)c1 (stereo not given)	-1.6	765
COC(=O)CSc1nc(COc2ccccc2)nc2ccccc12	25.6	789
CCC(Oc1ccccc1OC)C(=O)Nc1ccc2c(c1)OCO2 (stereo not given)	-32.9	805
COc1cc(NS(=O)(=O)c2ccc(NC(=O)c3ccc([N+](=O)[O-])cc3)cc2)ncn1	-0.8	805
O=c1[nH]c(/C=C/c2ccc(Cl)cc2Cl)c([N+](=O)[O-])c(=O)[nH]1	1.5	858
COc1ccc2[nH]c(C(=O)O)c(NS(=O)(=O)c3ccc(C)cc3C)c2c1	15.4	758

Some of the entries above in another layout.
Results follow in this order: Lipid droplet | Lipid droplet cells 6.5 µM
COc1ccc(NC(=O)Nc2cccc3ccccc23)c(OC)c1
    55.8* | 863*
CC1Cc2cc(S(=O)(=O)N3CCC(C(=O)N(C)Cc4ccco4)CC3)ccc2N1C(=O)C1CCC1 (stereo not given)
    -31.8 | 684
COc1ccc(N(C)S(=O)(=O)c2ccc3c(c2)CC(C)N3C(=O)C2CC2)c(OC)c1 (stereo not given)
    -1.6 | 765
COC(=O)CSc1nc(COc2ccccc2)nc2ccccc12
    25.6 | 789
CCC(Oc1ccccc1OC)C(=O)Nc1ccc2c(c1)OCO2 (stereo not given)
    -32.9 | 805

More compounds.
canonical_smiles	Lipid droplet	Lipid droplet cells 6.5 µM
O=C(Nc1ccc(C(F)(F)F)cc1)N1CCN(C(=O)c2ccco2)CC1	-6.4	695
Cn1c(=O)c(C(=O)NCc2ccccc2)c(O)c2ccccc21	-7.4	822
Cc1ccc(C(=O)CCc2ccc(N)cc2)cc1	14.4	825
Cn1c(=O)oc2cc(S(=O)(=O)CCC(=O)N3CCN(c4ccccc4)CC3)ccc21	-6.6	672
O=C(COc1ccc(Br)cc1)Nc1ccc2oc(=O)ccc2c1	-1.5	713
CC(=O)N1CCOc2ccc(S(=O)(=O)N(C)c3ccc(C)cc3)cc21	11.3	752
Cc1cc(NC(=O)CCC(=O)N(c2ccc(F)cc2)C(C(=O)NC2CCCC2)c2ccccc2)no1 (stereo not given)	5.2	805
O=Cc1ccccc1OCCCOc1cccc2cccnc12	-13.7	841
CCOc1ccc(NC(=O)CN2C(=O)CSc3ccc(S(=O)(=O)N4CCOCC4)cc32)cc1	-8.6	716
CN(c1ccccc1C(=O)Nc1ccc2c(c1)n(C)c(=O)n2C)S(C)(=O)=O	14.6	788
CCCc1nnc(SCC(=O)NC2CCCC2)n1CCOC	5.2	763
Cc1ccc(S(=O)(=O)NCc2ccccn2)c(C)c1C	7.2	853
CC(=O)N1c2ccc(S(=O)(=O)N3c4ccccc4CC3C)cc2CC1C (stereo not given)	-4.2	609
CCCCn1c(N)c(N(CC)C(=O)c2ccccc2C(F)(F)F)c(=O)[nH]c1=O	9.1	821
Cn1cc(CN2CCC(n3nccc3NC(=O)CCCc3ccccc3)CC2)cn1	3.5	628
COc1cc(/C=C/C(=O)N2CCN(C(=O)/C=C/c3cc(OC)c(OC)c(OC)c3)CC2)cc(OC)c1OC	-1.1	754
CCN1CCn2c3c(c4cccc(C)c42)CCCC31 (stereo not given)	-7.5	807
Fc1ccc(-c2n[nH]c(=S)n2Cc2ccccc2)cc1	-0.5	799
COc1ccc(S(=O)(=O)NC2(C(F)(F)F)NC(=O)N(CCc3ccccc3)C2=O)cc1 (stereo not given)	13.0	785
COc1ccc(Br)cc1/C=N/NC(=O)CN1CCCCC1	-6.6	828
COCCC(=O)Nc1ccc2c(c1)CN(C(=O)c1ccc(CSC)o1)CC2	0.0	817
O=C(NC1CCCCCC1)c1ccc(CS(=O)Cc2cccc(Cl)c2)o1 (stereo not given)	-3.4	689
CC(=O)Oc1cccc(C(=O)Nc2ccc3c(c2)C(=O)N(CC2CCCO2)C3=O)c1 (stereo not given)	-12.0	734
COc1ccc(CNC(=O)COc2ccc(S(=O)(=O)N3CCCCC3)cc2)cc1	1.8	866
NNC(=O)Cn1c(-c2ccccn2)nc2ccccc21	-0.8	791
CCCN1CCN(S(=O)(=O)c2cc3c(cc2C)NC(=O)CO3)CC1	43.4	819
COc1ccc(OC)c(-c2cc(C(=O)NC3CCCC3)c3ccccc3n2)c1	-17.9	829
CCOc1cc(Cl)c(CNCCCN2CCOCC2)cc1OC	-11.6	731
O=[N+]([O-])c1ccc(N2N=C(c3ccccc3)CC2c2ccccc2O)cc1 (stereo not given)	8.4	817
O=C(Nc1nc2ccccc2s1)c1ccc([N+](=O)[O-])o1	-9.2	825
CC(=O)N1CC(C)Sc2ccc(S(=O)(=O)NC3CCCCC3C)cc21 (stereo not given)	-3.3	751
COc1ccc(-c2noc(CNC(=O)c3ccoc3C)n2)cc1OC	4.9	807
CCOCCCNC(=O)c1cccc(NC(=O)C2=C(C)OCCS2)c1	6.4	798
O=C(Nc1ccc2c(c1)CCC2)Nc1ccccc1F	-2.1	661
O=C(CN(Cc1ccccc1)C(=O)c1csnn1)NCCc1ccccc1	-1.4	579
CCn1ccc(C(=O)Nc2ccc3c(c2)CCC3)n1	13.2	730
O=C(c1ccc(F)cc1)C1CCN(C(=O)c2c(F)cccc2F)CC1	-18.3	769
COc1ccc(O)c(/C=N/NC(=O)CCC(=O)Nc2cccc(C)c2)c1	-9.6	834
CCOc1ccccc1CNC(=O)C1CCN(C(=O)N2CC(C)Oc3ccc(C)cc32)CC1 (stereo not given)	2.9	717
COc1ccc(C(=O)c2cn[nH]c2-c2cc(C)ccc2O)cc1	-12.1	848
CC(C)C[C@H]1CN=C(Nc2ccccc2)N1CCCC1CCCC1	-8.4	779
COCC1CCN(C(=O)c2cc(COc3cc(C)c(Cl)c(C)c3)on2)C1 (stereo not given)	0.0	753
Cn1cc(Br)c(C(=O)NC2CCCCCC2)n1	-7.9	685
CC(=O)Nc1ccc(S(=O)(=O)Nc2nccc(C)n2)cc1	-0.7	765
CCN(CC(=O)Nc1ccc(NC(C)=O)cc1)C(=O)/C=C/c1c(C)nn(-c2ccc(F)cc2)c1C	8.1	835
COc1cc2c(cc1OC)-c1cc(Nc3ccccc3C)nc(=O)n1CC2	-1.1	868
CN1CCOc2ccc(S(=O)(=O)NCCc3ccc(Cl)cc3)cc21	4.9	730
CC(C)(CNC(=O)c1ccccc1NS(C)(=O)=O)N1CCCCC1	-10.2	806
O=C(N=c1ccn(-c2nc3ccccc3nc2NS(=O)(=O)c2ccccc2)cc1)c1ccccc1Cl	26.0	704
CSc1ncc(Cl)c(C(=O)Nc2cccnc2)n1	0.9	748
COc1ccccc1-c1cc(-c2ccc(O)cc2)nc(N)c1C#N	-8.5	802
COc1ccc(OC2CCN(S(=O)(=O)c3ccc(OC)c(OC)c3)CC2)cc1	0.1	834
CCOc1ccccc1NC(=S)N1CCN(c2ccc(OC)cc2)CC1	-0.7	787
COc1cccc(/C=C2\NC(=O)NC2=O)c1O	-1.2	792
Cc1cc(CN(C)C(=O)c2cc(COc3ccc(C)c(C)c3)on2)on1	4.7	677
Cc1ccccc1CN1CCC(CNC(=O)Nc2ccc(F)cc2F)CC1	-5.6	816

Later entries
canonical_smiles	Lipid droplet	Lipid droplet cells 6.5 µM
COc1ccc(N2CCN(C(C)C(=O)N3CCc4ccccc43)CC2)cc1 (stereo not given)	-29.3	842
O=C(Nc1ccccc1F)c1ccc(C(=O)c2ccccc2)cc1	5.3	724
COc1cccc(NC(=O)N2CCCC2C(=O)NC2CCCCC2)c1 (stereo not given)	10.6	769
O=C(CN1CCN(Cc2ccccc2)CC1)NCCc1ccccc1	-1.9	749
CC(=O)Nc1cccc(OCCCNS(=O)(=O)c2ccc(C#N)cc2)c1	5.8	834
CC(=O)c1ccc(-n2ccc(=O)cc2)cc1	6.2	415
O=C(Nc1c(Cl)cccc1Cl)C1CCN(C(=O)c2cccs2)CC1	-6.1	744
COc1ccccc1C(=O)Nc1ccc2[nH]ncc2c1	5.6	798
CC1(C)c2[nH]c3ccccc3c2C[C@H]2C(=O)N(N)CC(=O)N21	-0.9	802
CN(C)c1ccc(NC(=O)CSc2nnc(-c3cnccn3)n2C)cc1	-1.8	825
COc1ccc(CCNC(=O)CCCc2nnc3n(C)c(=O)c4sccc4n23)cc1OC	-3.3	768
COc1ccc(NC(=O)CN2C(=O)COc3ccc(C)cc32)c(OC)c1	-12.1	722
Cc1cc(OC(C)C(=O)Nc2ccc(S(=O)(=O)Nc3onc(C)c3C)cc2)cc(C)c1Cl (stereo not given)	9.5	811
CN(CC(=O)Nc1cccc(F)c1)C(=O)c1cccc(S(=O)(=O)N2CCN(c3ccccc3)CC2)c1	-1.5	656
CSc1nsc(SCC(=O)Nc2ccc(NC(C)=O)cc2)n1	15.8	797
Cc1ccc(N(C(=O)c2csnn2)C(C(=O)NC2CCCCC2)c2ccco2)cc1 (stereo not given)	-1.1	669
Cc1cc([N+](=O)[O-])ccc1NC(=O)CCC(=O)N1CCCCCC1	7.1	841
O=C1C2CCCCN2C(=O)N1CCCN1CCN(c2ccc(F)cc2)CC1 (stereo not given)	-3.0	817
CC1CN(CCCCSc2ccc(Cl)cc2)CC(C)O1 (stereo not given)	4.2	801
CSCCC(=O)N1CCC(n2nccc2NC(=O)CCc2ccccc2)CC1	17.7	640
COc1ccc(Cl)cc1C(=O)Nc1cccc2ncccc12	2.1	804
O=C(C1CCCN(S(=O)(=O)c2ccc(F)cc2)C1)N1CCCCC1 (stereo not given)	-0.5	728
COCCNC(=O)CN(C(=O)CCC(=O)Nc1ccccn1)c1ccc(C)cc1C	-0.6	808
Cc1ccccc1C1c2[nH]c3ccccc3c2C[C@H]2C(=O)N(c3ccccc3C(=O)NCCCN3CCOCC3)C(=O)N12 (stereo not given in full)	-28.0	753
O=C(CNC(=O)c1ccccc1)NCC(O)c1ccc([N+](=O)[O-])cc1 (stereo not given)	9.4	785
Cc1cccc(NC(=O)c2ccc(COc3ccccc3)o2)n1	-3.3	821
COc1ccc(NC(=O)c2cc(-c3ccc(OC)c(OC)c3)nc3ccccc23)c(OC)c1	-5.7	755
Fc1ccc(-c2csc(Nc3ccccn3)n2)cc1	5.2	848
CC(C)C(=O)N1CCN(c2ccc(NC(=O)c3ccco3)cc2Cl)CC1	0.7	802
CC(=O)N1CCN(CC(O)Cn2c3ccccc3c3ccccc32)CC1 (stereo not given)	11.8	817
Cc1nc(Nc2cccc(Cl)c2)c2oc3ccccc3c2n1	-1.2	805
Cc1nc2nc(SCC(=O)NCCCN3CCCC3)nn2c(C)c1Cc1ccccc1Cl	-29.8	764
CNc1c(NS(=O)(=O)c2ccc(Cl)cc2)c(=O)oc2ccccc12	-7.4	779
CCCNC(=S)N1CCC(C(=O)c2ccc(F)cc2)CC1	13.9	833
COc1cc(C)ccc1OCc1cc(C(=O)N(Cc2nccn2C)C(C)C)no1	-15.9	698
CCN(CC)CCCNC(=O)CNC(=O)c1nn(-c2ccc(OC)c(OC)c2)c(=O)c2ccccc12	-6.9	827
CC1=C(C(=O)OCc2ccccc2)C(c2ccccc2Cl)NC(=O)N1C (stereo not given)	-6.6	849
Cc1cc(C)cc(NC(=O)C2CCN(S(=O)(=O)c3ccc4[nH]c(=O)ccc4c3)CC2)c1	-8.7	735
CCCn1c(N)c(N(CCOC)C(=O)c2ccc([N+](=O)[O-])c(C)c2)c(=O)[nH]c1=O	-3.9	840
CC(=O)C(Cc1ccccc1)NC(=O)CN(C)Cc1ccccc1Cl (stereo not given)	0.9	758
CC1CCN(C(=O)Cn2cc(S(=O)(=O)CC(=O)N3CCOCC3)c3ccccc32)CC1	-17.4	627
O=C(COC(=O)c1cccc(OC(F)F)c1)NC1CCCC1	-2.9	824
